# GLP-1R inv ag: acts as inverse agonist at human GLP-1 receptor | 1.6% of 410,000 active | HEK293 GLP-1R CRE-luciferase, luminescence, 24 h; GLP-1R form is constitutively active | P43220 | AID 624417 | Potency, µM (titrated, usually from 38.3 µM), inactives show at the top dose activity change, negative = inhibition, most hits filed as inhibitors; further: on the % scale 0 is the no-effect control and ±100 the full control effect; nearly all actives have a fitted effect of over 55% in size
# Target sequence (P43220 whole entry, looked up): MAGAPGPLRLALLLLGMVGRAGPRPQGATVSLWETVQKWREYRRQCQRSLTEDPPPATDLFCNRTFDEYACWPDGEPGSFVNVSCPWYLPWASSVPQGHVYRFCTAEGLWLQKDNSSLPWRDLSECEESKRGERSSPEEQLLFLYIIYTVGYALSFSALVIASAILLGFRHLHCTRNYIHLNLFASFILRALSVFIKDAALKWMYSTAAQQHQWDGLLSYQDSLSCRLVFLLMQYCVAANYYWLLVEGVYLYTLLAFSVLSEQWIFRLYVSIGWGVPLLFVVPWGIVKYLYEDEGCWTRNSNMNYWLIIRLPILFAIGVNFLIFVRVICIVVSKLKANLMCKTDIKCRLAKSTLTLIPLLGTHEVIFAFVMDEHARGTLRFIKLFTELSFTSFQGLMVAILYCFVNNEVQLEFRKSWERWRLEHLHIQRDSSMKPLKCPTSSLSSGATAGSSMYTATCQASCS
#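 qHTS in 1536-well format: reporter HEK293 cells expressing constitutive GLP-1R activity in DMEM + 10% Nu serum, 24 hr with compounds at 37 deg C, luminescence read after 12 min with detection reagent.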
# HEK293 tox: cytotoxicity counter-screen for GLP-1 receptor inverse agonists; HEK293 cAMP-luciferase reporter cells, luminescence, 24 h; AID 624418; 0.13% of 410,000 active; Potency, µM (doses to about 38.3 µM), inactives show at the highest dose activity change, negative = inhibition, actives largely listed as inhibitors;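 further: loss of luciferase light is scored as toxicity; on the % scale 0 is the no-effect control and ±100 the full control effect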
#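 1536-well qHTS counterscreen of the MLSMR; 200 cells/uL, 12 h pre-incubation, 23 nL cpd, 24 h at 37 deg C 5% CO2, luciferase detection reagent, 12 min RT, luminescence. Inhibition = undesired.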
# PTHR1 agonist: activates the human parathyroid hormone receptor PTHR1. Q03431. HEK293 GP2 PTHR1 cells, GloSensor cAMP luminescence, 1 h. Potency, µM (top dose mostly 115 µM), without a hit: at the highest dose activation, actives largely listed as activators. 0.075% of 410,000 active; further: nearly all actives have a fitted effect of over 55% in size; some results filed as inactive show a strong effect at the top dose; inactives centre near -15; many of its hits are not listed in these tables
# Target sequence (Q03431 whole entry, looked up): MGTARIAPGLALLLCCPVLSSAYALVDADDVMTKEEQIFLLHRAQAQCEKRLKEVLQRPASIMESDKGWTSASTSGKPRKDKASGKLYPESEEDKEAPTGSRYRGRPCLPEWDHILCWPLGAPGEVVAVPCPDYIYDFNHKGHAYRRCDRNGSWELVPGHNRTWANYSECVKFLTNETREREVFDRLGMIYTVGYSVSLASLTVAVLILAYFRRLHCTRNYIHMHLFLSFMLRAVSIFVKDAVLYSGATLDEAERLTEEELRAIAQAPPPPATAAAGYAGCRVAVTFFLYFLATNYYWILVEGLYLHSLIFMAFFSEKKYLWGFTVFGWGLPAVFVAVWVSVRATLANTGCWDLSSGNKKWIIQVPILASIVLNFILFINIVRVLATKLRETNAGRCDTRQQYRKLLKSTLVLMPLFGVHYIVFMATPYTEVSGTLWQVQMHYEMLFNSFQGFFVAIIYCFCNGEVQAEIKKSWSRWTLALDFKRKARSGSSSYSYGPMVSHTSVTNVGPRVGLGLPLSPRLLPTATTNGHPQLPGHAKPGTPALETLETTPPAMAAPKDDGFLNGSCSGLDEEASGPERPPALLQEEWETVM
#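 HEK-293-derived GP2 cells expressing PTHR1 and a GloSensor cAMP reporter, 3,000/well, plated overnight, given luciferin plus IBMX (each 0.5 mM as added) for 1 h at 37 °C, then compound for 1 h at 37 °C. Luminescence was read after 15 min at room temperature.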
# Starred values were filed as active, the others as inactive; i = inactive; u = inconclusive; x = no result given; [ ] = another dose, or the depositor's remark. The call rests on the fitted dose curve; in most records, active means well fitted curve in the direction sought with a large enough effect; inconclusive means small, poorly fitted or top-dose-only effect, or another doubt; inactive means no such curve, though single readings can be large; an effect the other way counts as inactive or inconclusive. Potency means the concentration at half of the fitted maximal effect. An excerpt, so the mix of outcomes need not match the whole.
SMILES,GLP-1R inv ag,HEK293 tox,PTHR1 agonist
Cc1ccc(N2CC(c3nnc(Cc4ccccc4Cl)o3)CC2=O)cc1 (centres undefined),5%,-6%,-9%
CCCCN(CC)C(=O)Nc1ccc2c(c1)N(C)C(=O)c1ccccc1S2,-26%,7%,-10%
Cc1ccc(S(=O)(=O)NCC2CCC(C(=O)NCc3ccc(F)cc3)CC2)cc1 (centres undefined),7%,1%,i
COc1cc(/C=C/c2nc3cc(Cl)ccc3c(=O)n2-c2cccc(C(F)(F)F)c2)cc(OC)c1OC,-20%,1%,-32%
CCCCOc1ccc(CNC(=O)C2CCCN(c3nnc(-n4c(C)ccc4C)s3)C2)cc1 (centres undefined),-20%,-4%,-30%
COc1ccccc1-c1cc(C(F)(F)F)nc(S(=O)(=O)CCCC(=O)Nc2ccccc2F)n1,6%,-23%,-3%
COc1ccc(-n2c(=O)c3c4c(sc3n(Cc3cc(C)ccc3C)c2=O)CN(C(C)=O)CC4)c(OC)c1,u,-21%,i
CC1CCCN(C(=O)c2cc3c(Cl)nc4ccccc4c3s2)C1 (centres undefined),9%,0%,-95%[inhibitor]
COc1ccc(-c2nc3scc(CCNS(=O)(=O)c4ccc(Oc5ccccc5)cc4)n3n2)cc1,3%,-6%,-33%[inhibitor]
COC(=O)c1ccc2c(=O)n(CCCCCC(=O)NCc3ccc(Cl)cc3)c(=O)[nH]c2c1,-7%,-2%,i
COc1ccc(-c2cnnn2-c2ccc(NC(=O)c3ccccc3OC)cc2)cc1,u,-5%,-38%[inhibitor]
CCOC(=O)c1cc(S(=O)(=O)NCc2ccc(F)cc2)[nH]n1,9%,13%,u
CCCCN1CCc2nc(N3CCN(C)CC3)ncc2C1,-4%,-17%,u
Cc1c(C(=O)Nc2cccc(C(F)(F)F)c2)oc2ccc(S(=O)(=O)N(C)C3CCCCC3)cc12,-6%,4%,i
CCCOc1ccc(C2C(=O)N(C3CCCCCC3)CC(=O)N2Cc2ccccc2OC)cc1OC (centres undefined),2%,1%,-22%
Cc1cccc(NC(=O)C(=O)NCC(c2cccnc2)N2CCN(Cc3ccccc3)CC2)c1 (centres undefined),11%,-5%,i
COCCOC(=O)C1=C(C)NC(=O)NC1c1cn(-c2ccccc2)nc1-c1ccccc1 (centres undefined),8%,-2%,i
Cc1cc(C)cc(NC(=O)c2cc(S(=O)(=O)N3CCOCC3)cn2C)c1,0%,-17%,-9%
COC(=O)c1c(SCC(=O)Nc2ccccc2OC)[nH]c2ccccc2c1=O,u,-11%,i
COc1ccc(OC)c(NC(=O)c2oc(=O)c3ccccc3c2-c2ccccc2)c1,23%,6%,i
CCOC(=O)c1c(S(=O)(=O)N2CCCC(C(=O)NCc3ccc(F)cc3)C2)c(C)n(CC)c1C (centres undefined),-5%,-4%,-24%
Cc1ccc(C2CCN(C(=O)c3cnn(-c4ccc(C)c(C)c4)c3C3CCN(C(=O)OC(C)(C)C)CC3)C2)cc1 (centres undefined),8%,-5%,i
CCN(CC)c1ccc2cc(-c3nc(-c4ccccc4)no3)c(=O)oc2c1,31%[activator],58%[activator],-19%
COc1ccc2sc(N(Cc3cccnc3)C(=O)COc3ccccc3)nc2c1,2%,-2%,i
Cc1ccccc1Nc1c(-c2c[nH]c3ccccc23)nc2cccc(C)n12,7%,1%,-14%
SMILES,GLP-1R inv ag,HEK293 tox,PTHR1 agonist
CCCn1c2ccccc2c2cnn(CC(=O)NCCc3ccc(OC)cc3OC)c(=O)c21,19%,12%,-6%
COC(=O)c1ccccc1NC(=O)Cc1noc2ccc(C)cc12,-14%,5%,i
CCc1ccc(C2=NN(CCC(=O)NCCc3ccccc3)C(=O)CC2)cc1,-9%,-12%,-33%[inhibitor]
Cc1cc(C)cc(N2CC(c3nc(-c4ccccc4C)no3)CC2=O)c1 (centres undefined),u,4%,i
CCOC(=O)c1cccc(NC(=O)c2nn(-c3ccc(OC)cc3)c(=O)c3c2c2ccccc2n3C)c1,-15%,-4%,i
Cc1ccc(CNC(=O)CN2C(=O)COc3ccccc32)cc1,7%,2%,-19%
CC(=O)Nc1ccc(S(=O)(=O)NCCc2csc3nc(-c4cccc(C)c4)nn23)cc1,5%,-2%,-32%[inhibitor]
CCOc1cc(C(=O)Nc2ccc(-c3nc4ccccc4s3)cc2Cl)cc(OCC)c1OCC,-6%,2%,i
O=C(CC1N=C2c3ccccc3N=C(SCc3ccccc3Cl)N2C1=O)NCCc1ccccc1 (centres undefined),-3%,-11%,i
Cn1c(=O)c2c(n3c4ccccc4nc13)NC(=O)CC2c1cccc(F)c1 (centres undefined),8%,2%,-19%
CCCN1Cc2cccc(C(=O)Nc3ccccc3F)c2C1=O,4%,8%,-23%
CCOc1ccc(CNC(=O)C2CCN(c3nc4ccccc4nc3C(F)(F)F)CC2)cc1OC,18%,4%,i
O=C(Nc1cccc(C(=O)OCc2cc(=O)n3ccsc3n2)c1)c1ccc(F)cc1,1%,-1%,-25%
O=C(CSc1nc2ccccc2nc1Cc1ccc(F)cc1)Nc1ccc2c(c1)OCO2,6%,-5%,i
COc1ccc(Cn2c(C(=O)O)c(CNCc3cccc(OC)c3)c3ccc(C)cc32)cc1,-13%,u,-14%
Cc1ccc(N2CC(c3nc4ccccc4n3CCC3CCCCC3)CC2=O)cc1 (centres undefined),15%,3%,i
CCOC(=O)C1CCCN(S(=O)(=O)c2ccc3[nH]c(=O)oc3c2)C1 (centres undefined),-5%,0%,-7%
CCS(=O)(=O)c1c(Nc2cc(C)ccc2C)sc(C(=O)c2ccccc2)c1N,u,-7%,-60%[inhibitor]
COC(=O)c1sccc1S(=O)(=O)N(CC(=O)Nc1cc(C)ccc1C)c1ccc(C)c(C)c1,13µM*,-5%,i
Cc1cc(C)cc(NC(=O)CCc2nnc3n(CC(C)C)c(=O)c4ccccc4n23)c1,4%,9%,6%
COc1ccc(-n2ncc3c2ncn2nc(-c4ccc(OC)c(OC)c4)nc32)cc1,6%,4%,i
Cc1cccc(NC(=O)c2c(NC(=O)c3ccco3)sc3c2CCC(C(C)(C)C)C3)c1 (centres undefined),12%,3%,i
CCOc1ccc(NC(=O)CSC2=Nc3ccccc3C3=NC(CC(=O)NCc4ccco4)C(=O)N23)cc1 (centres undefined),u,-5%,-56%[inhibitor]
COC(=O)c1sccc1S(=O)(=O)N(CC(=O)Nc1c(C)cccc1C)c1ccc(C)c(C)c1,u,-4%,-31%[inhibitor]
Cc1ccc(C)c(NC(=O)CN2C(=O)C(C)(C)c3ccccc32)c1,-6%,-1%,-26%
SMILES,GLP-1R inv ag,HEK293 tox,PTHR1 agonist
CC1CCN(Cc2c(O)ccc3c(=O)c(-c4ccc(Cl)cc4)c(C(F)(F)F)oc23)CC1,3%,0%,i
Cc1ccc(NC(=O)Cn2cc(S(=O)(=O)Cc3cccc(Cl)c3)c3ccccc32)cc1C,-1%,6%,-1%
Cc1ccc(C)c(N2CCN(C(=O)NCc3noc4ccccc34)CC2)c1,u,-12%,-26%
NC(=O)CSc1nc2c(oc3ccccc32)c(=O)n1Cc1ccccc1,13%,2%,i
Clc1cccc(-n2ncc3c(N4CCC(Cc5ccccc5)CC4)ncnc32)c1,-2%,2%,0%
COc1cc(NC(=O)c2nc(-c3ccc(Cl)cc3)n3c2CCCCC3)cc(OC)c1OC,4%,-11%,-3%
CCN(c1ccccc1)S(=O)(=O)c1c(C)nc2scc(C)n2c1=O,-5%,14%,i
CC(C)(C)c1ccc(C(=O)N2CCC(c3nc(-c4ccc(S(=O)(=O)N5CCCC5)cc4)no3)CC2)cc1,10%,-10%,-21%
CCCCOc1ccc(CNC(=O)c2ccc3c(c2)N(C)C(=O)C2CCCCN32)cc1 (centres undefined),u,-5%,i
CCOC(=O)N1CCc2c(sc(NCc3ccc(N(CC)CC)cc3)c2C(=O)Nc2cc(OC)ccc2OC)C1,-7%,-1%,40µM*
COc1cccc(-c2oc3ccc(C)cc3c(=O)c2O)c1,8%,68%[activator],i
COc1cc(OC)cc(C(=O)Nc2cc3c(cc2N2CCCCC2)n(C)c(=O)n3C)c1,-5%,-7%,-3%
COc1cc2[nH]c(=O)n(CCCCCC(=O)N3CCN(c4cccc(C(F)(F)F)c4)CC3)c(=O)c2cc1OC,5%,2%,-3%
CN1CCN(Cc2c(O)ccc3cc(-c4ccccc4)c(=O)oc23)CC1,11%,x,-3%
CCn1c(NCc2ccc(OC)c(OC)c2)nc2ccccc21,-10%,-3%,-80%[inhibitor]
COc1cccc(-c2nc(SCC(=O)NCc3ccccc3)c3c(=O)n(C)c(=O)n(C)c3n2)c1,0%,5%,-15%
COc1ccccc1NC(=O)c1cnc(SCC(=O)N2CCOCC2)n(C)c1=O,3%,1%,-36%[inhibitor]
Cc1ccc2oc3c(c(=O)c2c1)C(c1ccc(O)cc1)N(c1nc(C)c(C)s1)C3=O (centres undefined),0%,1%,19%
CCOc1ccc(NC(=O)C2CCN(c3nc4ccccc4[nH]3)CC2)cc1,3%,-8%,-10%
COc1ccc(-c2nc(C)c(CCNC(=O)c3ccccc3Br)s2)cc1OC,47%[activator],2%,-58%[inhibitor]
O=C(Nc1ccc2nc(SCCOc3ccccc3)sc2c1)c1ccc2c(c1)OCO2,-15%,-6%,-17%
COc1cccc(C(=O)c2cn(CC(=O)NCCc3ccccc3)c3nc(C)ccc3c2=O)c1,-1%,-6%,-2%
CCc1ccc(CN(Cc2ccco2)C(=O)c2ccccc2Cl)cc1,u,1%,i
Cc1ccc(NC(=O)C(=O)NCC(c2cccnc2)N2CCc3ccccc32)cc1Cl (centres undefined),u,-5%,-7%
CC1CCc2c(sc(NC(=O)c3cc(-c4ccc(F)cc4)on3)c2C(N)=O)C1 (centres undefined),3%,2%,-3%

# Quoted from the listing.
# Result for `CCc1ccc(C2=NN(CCC(=O)NCCc3ccccc3)C(=O)CC2)cc1` in PTHR1 agonist: -33%[inhibitor]
# Result for `COc1cc(NC(=O)c2nc(-c3ccc(Cl)cc3)n3c2CCCCC3)cc(OC)c1OC` in HEK293 tox: -11%
# Result for `COc1ccc2sc(N(Cc3cccnc3)C(=O)COc3ccccc3)nc2c1` in HEK293 tox: -2%

# The listing continues:
SMILES,GLP-1R inv ag,HEK293 tox,PTHR1 agonist
COc1ccc(NC(=O)CSc2nc3c(c(=O)[nH]2)CCC3)cc1,2%,-6%,-19%
CCc1ccc(Nc2nn3c(=O)c4cc5c(cc4nc3s2)OCO5)cc1,2%,1%,-15%
CCOc1ccccc1CN1CCc2nc(N3CCN(c4ccccc4F)CC3)ncc2C1,10µM*,2%,-13%
COCCNC(=O)C1CCN(c2nc3ccccc3nc2C(F)(F)F)CC1,13%,0%,i
Cc1cccc(Cn2c(=O)n(-c3ccc(Cl)c(Cl)c3)c(=O)c3c(C)c(C)sc32)c1,-9%,4%,-10%
CN(c1ccc(F)cc1)S(=O)(=O)N1CCCC(C(=O)NCCc2ccccc2)C1 (centres undefined),-21%,0%,-14%
CCNc1c(NC(=O)c2cc(OCC)c(OCC)c(OCC)c2)c(=O)oc2ccccc12,0%,-2%,-37%[inhibitor]
COc1cc(C(=O)N2CCN(c3ccc(Nc4ccc(C)cc4)nn3)CC2)cc(OC)c1OC,6%,-2%,i
COc1ccc(-c2noc(N3CCC(C(=O)N(C)c4cc(Cl)ccc4OC)CC3)n2)cc1,u,9%,-46%[inhibitor]
CC1=C(C(=O)Nc2ccc(F)cc2F)C2(CCCCCC2)OC1=O,-28%,4%,u
COc1ccc(CNC(=O)C(C)n2ccc3cc(S(=O)(=O)N4CCCC4)ccc32)cc1OC (centres undefined),-1%,-8%,-45%
CN(C)c1ccc(/C=C(\C#N)c2nc3ccccc3c(=O)[nH]2)cc1,17%,8%,i
CCC(C(=O)Nc1cc(C(F)(F)F)ccc1Cl)n1nc(C)c2sc3ccccc3c2c1=O (centres undefined),13%,3%,-51%[inhibitor]
O=C(CSc1nnc2ccc3ccccc3n12)c1ccc(F)cc1,12%,-1%,-19%

# Part of the list above, showing only PTHR1 agonist:
molecule	PTHR1 agonist
CCNc1c(NC(=O)c2cc(OCC)c(OCC)c(OCC)c2)c(=O)oc2ccccc12	-37%[inhibitor]
O=C(CSc1nnc2ccc3ccccc3n12)c1ccc(F)cc1	-19%

# Entries of single compounds, looked up by structure:
# `COc1ccc(NC(=O)CSc2nc3c(c(=O)[nH]2)CCC3)cc1` is listed with GLP-1R inv ag = 2%; HEK293 tox = -6%; PTHR1 agonist = -19%
# `COC(=O)c1ccccc1NC(=O)Cc1noc2ccc(C)cc12` is listed with GLP-1R inv ag = -14%; HEK293 tox = 5%; PTHR1 agonist = i

# In a second layout: 2 of the compounds above.
# Fields: GLP-1R inv ag, HEK293 tox, PTHR1 agonist
COCCNC(=O)C1CCN(c2nc3ccccc3nc2C(F)(F)F)CC1
 : 13%, 0%, i
Cc1cccc(Cn2c(=O)n(-c3ccc(Cl)c(Cl)c3)c(=O)c3c(C)c(C)sc32)c1
 : -9%, 4%, -10%

# Bioassay records as filed in PubChem.
